# Compound activity deposited in PubChem by several laboratories.
# PKA-R1A activ: activators of PKA-R1A holoenzyme, primary screen, biochemical, fluorescence polarization, Cy5-IP20, bovine R1A, mouse PKAc; actives 0.083% (n = 340,000); cAMP-dependent protein kinase type I-alpha regulatory subunit (Bos taurus) + …; PKA-R1A dissociation; scaled: DMSO 0%, 113 µM cGMP 100%; AID 504707, 2011; activation, % at 11.4 µM;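 active means percent activation above the mean of all tested compounds plus 3 SD, cut at about 19% in these data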;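 further: higher means more PKAc released from R1A so a rise in polarization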
# HTR5A inv ctr: HTR5A inverse agonists in luminescence cell assay, primary screen, counter-screen for OPRM1-OPRD1 heterodimer inverse agonist project, full-deck HTS; actives 0.083% (n = 340,000); inhibition, % at 9.3 µM; HTR5A cell line, inverse agonism; in the data active means inhibition mostly above about 23%, no sharp cut-off; inactive means mostly below about 18%;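 further: 0% = cells with DMSO and 100% = no-cell wells with DMSO; some compounds called inactive have numbers as strong as hits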
# PKA-R2B activ: activators of PKA-R2B holoenzyme, primary screen, biochemical, fluorescence polarization, Cy5-IP20, human; cAMP-dependent protein kinase catalytic subunit beta (Homo sapiens) + cAMP-dependent …; PKA-R2B holoenzyme dissociation; R2B truncated from residue 108, S112A mutant; 0% DMSO only, 100% 113 µM cGMP; activation, % at 11.4 µM; actives 0.079% (n = 340,000);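 active means activation above a cutoff set at the mean over all compounds plus 3 SD, cut at about 18% in these data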;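 further: higher means more holoenzyme dissociation and a rise in polarization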
# V-ATPase pH: regulators of yeast V-ATPase proton pumping, primary screen, pHLuorin cytosolic pH fluorescence; S. cerevisiae; response, % at 10 µM; actives 0.37% (n = 350,000); AID 504577, 2011; in the data active means response mostly above about 7.3%, no sharp cut-off; inactive means mostly below about 5.4%; further: actives read high; inactives centre near 0; some compounds called inactive have numbers as strong as hits; reference of the scale not given here
# DAGLB inhibitor: DAGLB lipase inhibitors, primary screen, biochemical, fluorescence, HTS; inhibition, % at 5.17 µM; HEK293T DAGLB membrane lysate, EnzChek fluorogenic substrate; AID 504411, 2011; actives 0.059% (n = 340,000); in the data active means inhibition above about 34%;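 further: 0% = enzyme with vehicle and 100% = wells lacking enzyme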
# Pemphigus Ab inh: inhibitors of pemphigus antibody binding to DSG3, primary screen, biochemical, bead-based, flow cytometry, scFv-GFP. DSG3-coupled beads, scFv-anti-DSG3-GFP binding; stronger effect = lower value. Desmoglein-3 (Homo sapiens), P32926. actives 0.48% (n = 310,000). binding (percent of control), % at 10 µM;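 active means binding more than 3 SD below its plate's average and above zero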;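 further: hits lower antibody fragment binding to DSG3; some compounds called inactive have numbers as strong as hits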
# Arr AP2 block: inhibitors of beta-arrestin/AP2 binding, primary screen, biochemical, GPCR trafficking, flow cytometry. actives 0.31% (n = 340,000). inhibition, % at 10 µM. beta-arrestin 1 C-terminal peptide binding to AP2 beta2-adaptin appendage (human). FITC-arrestin peptide / GST-AP2 beads; AP2 beta2 appendage carries R879A mutation;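 active means inhibition above a set limit, near 3 SD of compounds lacking own fluorescence, cut at about 54% in these data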;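 further: plate controls were DMSO wells for no effect and 5 µM unlabelled arrestin peptide for full effect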
#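 Material – AP2 appendage R879A on GSH beads · Buffer or medium – PBS with 0.05% Tween 20 and 0.1% BSA · Probe or stimulus – fluorescein-tagged arrestin peptide at 50 nM final · Incubation – compound with beads 12 min RT, then probe 1 h RT · Detection – high-throughput flow cytometry of beads, ex 488, em 535 nm · Evaluation – percent response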
# OPRM1-OPRD1 inv: inverse agonists of MOR-DOR heterodimerization, primary screen, cell-based, luminescence. Mu-type opioid receptor (Homo sapiens) + Delta-type opioid receptor (Homo sapiens), …. cell-based MOR-DOR heterodimer luminescence, inverse agonism. inhibition, % at 9.3 µM. actives 0.21% (n = 340,000); in the data active means inhibition above about 22%, passing the limit was not always enough;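 further: 0% = cells with DMSO and 100% = wells without cells with DMSO; values of inactives mirror those of a sister screen read the other way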
# Target sequence (P35372 whole entry, looked up): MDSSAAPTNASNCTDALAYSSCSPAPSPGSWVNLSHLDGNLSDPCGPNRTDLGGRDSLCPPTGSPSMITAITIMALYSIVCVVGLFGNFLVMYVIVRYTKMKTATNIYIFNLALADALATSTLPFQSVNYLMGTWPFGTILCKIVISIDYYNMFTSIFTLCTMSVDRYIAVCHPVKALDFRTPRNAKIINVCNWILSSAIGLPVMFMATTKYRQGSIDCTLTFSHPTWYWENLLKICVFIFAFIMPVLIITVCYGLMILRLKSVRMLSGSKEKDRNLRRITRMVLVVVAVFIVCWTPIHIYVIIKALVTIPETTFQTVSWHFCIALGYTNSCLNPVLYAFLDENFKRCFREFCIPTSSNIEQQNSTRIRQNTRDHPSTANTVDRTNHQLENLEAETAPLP
# Target sequence (P41143 whole entry, looked up): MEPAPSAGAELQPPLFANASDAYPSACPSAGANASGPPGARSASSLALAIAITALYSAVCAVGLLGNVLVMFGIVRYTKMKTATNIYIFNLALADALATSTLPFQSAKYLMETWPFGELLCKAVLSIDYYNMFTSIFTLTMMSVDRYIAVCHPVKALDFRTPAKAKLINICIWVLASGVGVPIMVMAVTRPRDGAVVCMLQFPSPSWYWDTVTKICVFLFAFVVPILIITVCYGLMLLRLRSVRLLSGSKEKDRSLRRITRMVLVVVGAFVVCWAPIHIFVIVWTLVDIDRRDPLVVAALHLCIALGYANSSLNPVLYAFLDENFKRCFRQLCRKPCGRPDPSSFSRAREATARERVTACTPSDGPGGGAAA
# HTR5A ag ctr: HTR5A agonists in luminescence cell assay, primary screen, counter-screen for OPRM1-OPRD1 heterodimer agonist project, full-deck HTS; 5-hydroxytryptamine receptor 5A (Homo sapiens), P47898; cell-based; activation, % at 9.3 µM; actives 0.61% (n = 340,000); AID 504692, 2011; in the data active means activation mostly above about 9.5%, no sharp cut-off; inactive means mostly below about 7.6%;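 further: 0% = cells with vehicle only and 100% = reference agonist; strong numbers were not always called active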
# OPRM1-OPRD1 ag: agonists of OPRM1-OPRD1 heterodimerization, primary screen, cell-based, luminescence. Mu-type opioid receptor (Homo sapiens) + Delta-type opioid receptor (Homo sapiens), …. cells. activation, % at 9.3 µM. actives 0.3% (n = 340,000). AID 504326, 2011; in the data active means activation above about 18%;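 further: 0% = vehicle-treated cells and 100% = reference agonist; values of inactives mirror those of a sister screen read the other way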
# Numbers without * were called inactive; . = not tested or not shown.
structure	PKA-R1A activ	HTR5A inv ctr	PKA-R2B activ	V-ATPase pH	DAGLB inhibitor	Pemphigus Ab inh	Arr AP2 block	OPRM1-OPRD1 inv	HTR5A ag ctr	OPRM1-OPRD1 ag
CCC1(C)NC(=O)N(CC(=O)N2CCC(Cc3ccccc3)CC2)C1=O (stereo not drawn)	16	27	1	3	-4	107	2	16	0	-4.1
O=C(C[C@@H]1C/C=C\C[C@@H](Cc2ccc(F)cc2)C(=O)OCCNC1=O)N[C@H](CO)Cc1ccccc1	-1	-8	-3	1	1	100	-3	-3	3	0.5
CC(C)CC(C(=O)Nc1ccc2c(c1)OCCO2)N1C(=O)c2ccccc2C1=O (stereo not drawn)	-10	-8	0	1	-4	.	21	10	-3	-2.3
O=C(COC(=O)/C=C/c1ccccc1Cl)NC(=O)Cc1ccccc1	6	-14	2	9.9*	-4	98	12	-23	3	4.4
CC(O)c1c(OCc2ccccc2)ncnc1OCc1ccccc1 (stereo not drawn)	1	6	10	-5	-8	105	0	-30	-2	5.3
CC(=O)NCCc1ccc(S(=O)(=O)Nc2ccc3c(c2)OCCO3)cc1	-1	-7	-12	5	-2	108	7	8	1	-1.5
CSc1ccccc1OCc1cc(C(=O)N(C)CCn2nc(C)cc2C)no1	-1	-18	3	0	2	97	14	0	-2	0.0
Cc1nc(SCC(=O)Nc2cccc(Cl)c2)n[nH]1	-9	-16	2	2	0	107	8	9	-10	-1.5
Cc1ccc(S(=O)(=O)NCCNc2ccccc2[N+](=O)[O-])cc1	-5	-4	1	-5	8	101	-14	11	2	-2.2
Cn1c(=O)c2c(-c3ccccc3)n(-n3cnnc3)cc2n(C)c1=O	-4	0	-4	-4	-5	96	1	17	0	-3.1
COc1cc(OC)cc(C(=O)Nc2ccc(Cn3ccnc3)cc2)c1	2	12	-1	-1	-3	99	32	21	-3	-4.6
O=c1[nH][nH]c(C(F)(F)F)c1C=Nc1cccc(Cl)c1	4	17	11	3	0	.	-4	10	0	-1.9
O=[N+]([O-])c1cc(-c2nc(-c3ccncc3)no2)cc([N+](=O)[O-])c1	6	-5	4	2	2	99	1	-62	2	10
COc1ccccc1CNC(=O)CSc1nc2ccccc2c(=O)n1CCCN1CCOCC1	-10	8	-2	-2	0	83	14	21	-3	-4.2
C/C=C/C(=O)Nc1nnc(C(C)C)s1	-14	17	-11	-3	0	104	-1	8	3	-1.9
O=Cc1cnc(N2CCN(c3ccccc3)CC2)s1	-1	-30	-10	-2	1	93	-3	15	1	-3.1
CCNC(=S)Nc1cccc(S(=O)(=O)NC2=NCCC2)c1	-3	9	-10	-2	-2	116	3	10	-3	-2.0
CCOc1ccccc1N1CCN(C(=O)c2cc3ccccc3cc2OC)CC1	5	10	1	3	1	98	-7	13	0	-2.7
O=C(NCc1ccccc1)C(c1ccco1)N(C(=O)c1csnn1)c1ccccc1 (stereo not drawn)	6	-4	-10	2	-1	101	14	6	-3	-1.2
COc1ccc(CNS(=O)(=O)c2cc(CN3C(=O)c4cccnc4C3=O)ccc2OC)cc1	-11	-16	7	0	-2	106	10	10	4	-2.0
C=CC(=O)NCC1OCCc2ccccc21 (stereo not drawn)	-10	-8	-5	1	0	98	-14	2	3	-0.4
Cc1cc(C)c(OCC(=O)Nc2nc(-c3ccccn3)cs2)c(C)c1	-4	11	-4	-2	0	114	.	-15	11	2.7
O=C(COC(=O)C(Cc1ccccc1)NC(=O)c1ccccc1)c1ccccc1 (stereo not drawn)	4	3	-2	4	-3	84	22	2	-1	-0.4
COc1ccc2oc(C(=O)OCC(=O)N(C)CC(=O)Nc3ccc(C)cc3)c(C)c2c1	-8	-5	5	2	1	97	-2	-3	0	0.6
CN(C)c1ccccc1C(=O)N1CCCC(C(=O)c2ccc3ccccc3c2)C1 (stereo not drawn)	2	-22	-1	-1	1	126	-28	4	0	-0.8
Cc1ccc(N2CCN(c3ccc(NC(=O)CCC(=O)O)cc3)CC2)cc1	-9	-3	-5	-1	2	102	6	-9	1	1.5
Cc1ccc(CC(=O)Nc2cc(C)ccn2)cc1	-12	-3	-3	6	-1	113	5	15	1	-3.3
CCOc1ccc(S(=O)(=O)N2CCOCC2)cc1NC(=O)C1CCC1	-11	-1	-5	0	-1	108	-9	-2	0	0.5
COC(=O)c1cc(-c2ccc(Cl)cc2Cl)n[nH]1	6	-5	1	3	1	100	-3	-24	-1	3.5
CC(=O)Nc1ccc(S(=O)(=O)N2CCN(C)CC2)cc1	1	15	1	0	1	108	9	2	-3	-0.6
COc1cccc(C(=O)NNC(=O)C(=O)Nc2cccc(Cl)c2C)c1	0	-2	-5	0	6	115	4	-23	8	2.8
O=[N+]([O-])c1cc(Br)c2c(c1)CCN2	10	.	0	1	-6	108	.	.	.	.
CCOc1ccccc1NC(=O)N1CCCc2ccccc21	-3	8	-3	-2	-3	135	3	-12	-1	2.2
Cc1cc2oc(=O)cc(CN(C)Cc3ccccc3F)c2cc1Cl	3	-16	5	-1	-18	107	2	-12	0	2.2
O=c1c([N+](=O)[O-])c(N2CCOCC2)c2ccccc2n1Cc1ccccc1	-3	-1	-2	3	-3	103	-8	-2	1	0.3
COC(=O)c1ccc(NC(=O)C23CCC(C)(C(=O)O2)C3(C)C)cc1 (stereo not drawn)	3	-3	-5	2	1	.	-1	4	0	-0.6
Cc1ccc(CN=c2c([N+](=O)[O-])nn(-c3cccc(C)c3)n2O)cc1	-10	3	7	1	-2	96	7	-25	-3	4.9
COc1ccc(-c2nc(-c3ccccn3)nc(N3CCN(C)CC3)c2C#N)cc1	-6	-4	-5	0	1	102	-19	14	-1	-2.9
C[n+]1ccccc1COc1ccc(C(C)(C)C)cc1	-4	-9	6	0	-2	95	18	0	-2	-0.1
CN(C)N1C(N)=C(C#N)C(c2ccc(Cl)cc2)C2=C1CCCC2=O (stereo not drawn)	4	1	-5	0	2	108	3	10	0	-2.1
CCCn1c(=NC(=O)CCS(=O)(=O)c2ccccc2)sc2cc(S(N)(=O)=O)ccc21	-9	-28	-4	-3	1	103	-1	5	5	-1.1
O=C(O)CC1NC(=S)N(Cc2ccccc2)C1=O (stereo not drawn)	0	.	4	.	0	99	.	.	.	.
CN(C(=O)CSc1nc(-c2ccccc2)cs1)C1CCS(=O)(=O)C1 (stereo not drawn)	-1	-10	-12	-2	0	107	1	5	-6	-0.8
CCOC(=O)c1ccc(NC(=O)C2COc3ccccc3O2)cc1 (stereo not drawn)	-1	-1	0	-2	-7	102	-10	-4	0	0.8
CCc1n(CC(O)COCc2ccccc2)c2ccccc2[n+]1C (stereo not drawn)	-3	6	-3	-3	-2	105	-16	11	5	-2.2
COc1ccc2c(CCNC(N)=S)c[nH]c2c1	-12	-9	-5	-2	2	98	-3	17	3	-3.1
Cc1ccc(NC(=O)NCCc2ccc(S(N)(=O)=O)cc2)cc1	-14	-3	-10	4	-2	.	10	2	1	-0.5
CNc1ccncc1S(=O)(=O)NC	2	-5	-3	-1	1	108	15	3	8	-0.6
Cc1ccc(S(=O)(=O)N2CCN(CCOc3cccc(C)c3)CC2)cc1	-5	-1	-8	8	-7	.	-5	-16	0	4.2
CCCCn1c(N)c(N(CC)C(=O)c2ccco2)c(=O)[nH]c1=O	-9	-4	0	2	-1	.	-8	8	1	-1.9
Cc1cc(C)n(CCC(=O)N2CCN(S(=O)(=O)c3ccc(C)c(C)c3)CC2)n1	-12	-1	13	3	2	.	3	2	5	-0.3
CC(C)N1C(=O)c2ccc(C(=O)O)cc2C1=O	0	-5	-10	7	1	88	0	8	2	-1.6
Cc1cc(=O)n(CCCc2ccccc2)[nH]1	-4	-6	-2	2	4	102	-3	10	2	-1.7
CCOc1ccc(N2CC(C(=O)NNC(=O)c3ccc(F)cc3)CC2=O)cc1 (stereo not drawn)	-4	-14	-7	-1	-2	100	0	-1	2	0.2
Nc1nncn1C(=O)CCCN1C(=O)c2ccccc2C1=O	-9	1	-1	-3	0	103	5	18	-2	-3.5
O=C(COc1ccc(Cl)cc1)Nc1ccc2oc(=O)ccc2c1	-2	-3	-3	-3	0	85	11	-2	1	0.3
CCOc1cc(C(=S)N2CCOCC2)ccc1OC(=O)c1cccc(C)c1	-7	1	2	-2	2	135	34	-4	0	0.8
Cc1ccc(Nc2nc(N)nc(CN3CCc4ccccc4C3)n2)cc1	-7	-5	0	-1	5	.	5	0	0	0.0
C/C(CC(=O)Nc1ccc(C)c(Cl)c1)=N\NC(=O)c1ccccn1	4	12	-2	3	3	97	0	10	-4	-1.5
O=C1C(c2ccc(F)cc2)N(C2CCCCC2)C(=O)CN1C1CCCC1 (stereo not drawn)	5	15	-1	-1	-3	102	-9	8	8	-1.5

# A second format for some results above:
> C/C(CC(=O)Nc1ccc(C)c(Cl)c1)=N\NC(=O)c1ccccn1
  PKA-R1A activ: 4
  HTR5A inv ctr: 12
  PKA-R2B activ: -2
  V-ATPase pH: 3
  DAGLB inhibitor: 3
  Pemphigus Ab inh: 97
  Arr AP2 block: 0
  OPRM1-OPRD1 inv: 10
  HTR5A ag ctr: -4
  OPRM1-OPRD1 ag: -1.5
> O=C1C(c2ccc(F)cc2)N(C2CCCCC2)C(=O)CN1C1CCCC1 (stereo not drawn)
  PKA-R1A activ: 5
  HTR5A inv ctr: 15
  PKA-R2B activ: -1
  V-ATPase pH: -1
  DAGLB inhibitor: -3
  Pemphigus Ab inh: 102
  Arr AP2 block: -9
  OPRM1-OPRD1 inv: 8
  HTR5A ag ctr: 8
  OPRM1-OPRD1 ag: -1.5

# The list continues.
structure	PKA-R1A activ	HTR5A inv ctr	PKA-R2B activ	V-ATPase pH	DAGLB inhibitor	Pemphigus Ab inh	Arr AP2 block	OPRM1-OPRD1 inv	HTR5A ag ctr	OPRM1-OPRD1 ag
CS(=O)(=O)N1CCCCC1CCN1CCCCC1 (stereo not drawn)	3	2	0	2	0	90	33	14	-1	-2.7
O=C(NCCN1CCOCC1)c1cc2ccccc2oc1=O	-13	-8	4	-3	-1	97	-9	11	2	-2.4
Cc1ccc(Cl)cc1NC(=O)CCS(=O)(=O)c1cccc2nonc12	1	-7	-5	-2	-1	117	-10	-4	2	0.5
O=C(NCc1ccccc1)c1ccc(S(=O)(=O)C(F)F)cc1	-9	-16	-1	3	-2	73	-1	8	-2	-1.4
Cc1ccnc(NC(=O)COc2ccc(Cl)cc2)n1	-7	-17	-4	0	-2	97	-5	12	6	-2.2
